# Bioassay records deposited in PubChem BioAssay by several laboratories.
# KCNQ1 pot = potentiates or activates the human KCNQ1 potassium channel. CHO-K1 KCNQ1, thallium flux FluxOR fluorescence; hits give high values. B-score at 10 µM. actives 0.35% (n = 310,000);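 active = fluorescence ratio B-score, a plate-corrected score, at least three library SD, with initial intensity B-score within 5 SD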
#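 Schedule – 37 °C overnight plating, 90-min dark dye load, 20-min compound pretreatment · System – stable KCNQ1 CHO-K1 line · Probe or stimulus – thallium- and potassium-containing depolarizing buffer · Measured by – kinetic FluxOR fluorescence, 10 s baseline plus 110 s post-stimulus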
# PolyA inh = yeast polyadenylation inhibition; S. cerevisiae SKY197-pL101 polyadenylation reporter, beta-gal luminescence; efflux-impaired pdr1/pdr3 knockout yeast; score 100 = 6 SD above DMSO; calls only at 12 µM; actives 0.02% (n = 300,000);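 active = lowest replicate activity score at least 50, where 100 means six control SD above control mean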;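 note: yeast exposed to compound for 9 h at 30 °C; higher score means more reporter readthrough which indicates perturbed polyadenylation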
# KCNQ1 block = inhibitors of human KCNQ1 potassium channel. CHO-K1 KCNQ1, FluxOR thallium flux fluorescence; hits give high values. AID 2642. B-score at 10 µM. actives 1.3% (n = 310,000). P51787;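 active = compounds whose thallium flux B-score, printed positive for inhibition, exceeds three library SD while starting fluorescence stays within three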;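 note: channel opened by potassium depolarization with thallium stimulus after 20 min compound exposure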
# KCNK9 inh = blocks the human KCNK9 two-pore domain potassium channel; Q9NPC2; HEK293 KCNK9, FluxOR thallium flux fluorescence; hits give low values; B-score at 10 µM; actives 1.2% (n = 310,000);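 active = ratio B-score over 3 SD below the library mean, with starting fluorescence within 5 SD of its mean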;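 note: negative B-score means less thallium flux so channel inhibition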
# KCNK3 inh = human KCNK3 channel inhibition, primary screen; CHO-KCNK3 thallium flux, FluxOR fluorescence; hits give low values; B-score at 10 µM; actives 0.84% (n = 340,000); AID 602410;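 active = B-score under library mean minus 4 SD, starting fluorescence ratio at most library mean plus 5 SD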;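 note: more negative B-score means stronger inhibition of thallium flux through KCNK3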
# RGS4 pot = potentiators or activators of RGS4 | HEK293 M3R/inducible RGS4, carbachol calcium flux Fluo4; hits give low values | B-score at 10 µM | actives 0.92% (n = 310,000);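 active = B-score of the integrated calcium signal more than 4 SD below the library mean, with starting fluorescence not abnormally high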;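 note: negative B-score means reduced calcium response which marks RGS4 activation or potentiation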
#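 Reagent: ECmax carbachol challenge; Test system: M3R-expressing HEK293 line, RGS4 induced by doxycycline; Schedule: overnight RGS4 induction, 30 min dye load 37 °C, 20 min compound RT; Detection: calcium dye Fluo4 fluorescence; Read-out: Agonist-evoked peak-minus-minimum fluorescence over baseline, integrated ratio, B score.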
# GSK3B inh = inhibitors of human GSK3beta kinase. GST-GSK3beta kinase, ADP-Glo luminescence, 60 min; hits give low values. activity score (negative = inhibition), % at 10 µM. actives 0.038% (n = 300,000);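 active = more than half of replicate wells score below -50%, meaning over 50% inhibition versus plate controls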;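 note: 0% = median DMSO wells and -100% = median GW8510 positive control wells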
#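 Assay system: GST-fused GSK3beta enzyme, cell-free / Medium: Tris pH 7.5 buffer with MgCl2, DTT, BSA, heparin / Also added: peptide substrate plus 25 µM ATP (final) / Compound: 10 µM single point / Timing: kinase reaction with compound 60 min at room temperature / Detection: ADP-Glo luminescence / Benchmarks: DMSO neutral wells and GW8510 at 20 µM as positive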
# hERG protect = hERG (human) protection from proarrhythmic block | activation (rescue from dofetilide block), less the hit threshold, % at 10 µM | Q12809 | CHO-hERG, FluxOR thallium flux, dofetilide IC70 present | actives 0.51% (n = 310,000);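 active = activation above the mean of controls blocked by dofetilide plus 5 SD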;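 note: thallium influx through hERG after potassium depolarization seen as dye fluorescence rise; in these data hits start at about 4.7%; inactives centre near -7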
# Target sequence (Q12809 whole entry, looked up): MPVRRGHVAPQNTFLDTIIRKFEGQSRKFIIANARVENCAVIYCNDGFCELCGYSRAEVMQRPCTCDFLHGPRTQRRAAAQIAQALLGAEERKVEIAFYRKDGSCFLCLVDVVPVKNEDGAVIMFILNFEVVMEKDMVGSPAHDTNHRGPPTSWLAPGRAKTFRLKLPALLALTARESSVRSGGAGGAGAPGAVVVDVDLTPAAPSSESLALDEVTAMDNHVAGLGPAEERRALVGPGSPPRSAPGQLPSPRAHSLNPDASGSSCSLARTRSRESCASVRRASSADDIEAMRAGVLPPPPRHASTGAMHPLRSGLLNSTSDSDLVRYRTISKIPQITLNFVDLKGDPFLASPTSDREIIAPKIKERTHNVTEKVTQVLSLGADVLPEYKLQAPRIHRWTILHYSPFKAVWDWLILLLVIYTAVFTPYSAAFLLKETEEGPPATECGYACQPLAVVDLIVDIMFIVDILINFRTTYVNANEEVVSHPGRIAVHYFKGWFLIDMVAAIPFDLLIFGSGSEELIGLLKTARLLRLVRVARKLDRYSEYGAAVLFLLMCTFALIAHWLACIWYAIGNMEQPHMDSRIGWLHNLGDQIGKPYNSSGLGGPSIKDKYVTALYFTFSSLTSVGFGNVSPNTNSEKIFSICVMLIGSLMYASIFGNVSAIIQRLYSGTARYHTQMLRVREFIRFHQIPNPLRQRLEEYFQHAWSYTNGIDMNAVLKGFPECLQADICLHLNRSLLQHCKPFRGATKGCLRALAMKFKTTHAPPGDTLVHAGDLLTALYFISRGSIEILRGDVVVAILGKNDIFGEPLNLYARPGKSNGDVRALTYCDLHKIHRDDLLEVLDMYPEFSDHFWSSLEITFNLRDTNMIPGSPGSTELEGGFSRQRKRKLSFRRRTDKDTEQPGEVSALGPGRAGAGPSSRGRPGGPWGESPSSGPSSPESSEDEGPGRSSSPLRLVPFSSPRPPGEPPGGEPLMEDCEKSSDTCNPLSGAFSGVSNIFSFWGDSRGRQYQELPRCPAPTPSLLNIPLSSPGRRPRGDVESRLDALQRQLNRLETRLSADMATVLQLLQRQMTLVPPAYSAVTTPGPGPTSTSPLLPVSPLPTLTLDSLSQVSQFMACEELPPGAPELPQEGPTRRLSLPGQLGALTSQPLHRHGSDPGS
# RGS4 inh = human RGS4 inhibition; HEK293 M3R/RGS4 inducible, Fluo-4 calcium flux; hits give high values; triggered by carbachol at its EC20; B-score at 10 µM; actives 0.45% (n = 310,000); P49798;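 active = B-score, a plate-corrected calcium signal, over three deviations above library mean, with baseline fluorescence within five deviations of library mean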;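 note: RGS4 expression induced by doxycycline in cells with stable M3 receptor; B-score is computed from the integrated fluorescence ratio over baseline after carbachol; higher B-score means a larger calcium signal and so more RGS4 inhibition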
# DYRK1A inh = Dyrk1A (rat) kinase inhibition. inhibition, % at 12.5 µM. ADP-Glo luminescence, NFATc1 peptide. actives 0.43% (n = 310,000); in the data active = inhibition above about 50%;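 note: plate controls were vehicle with enzyme for no effect and no enzyme for full effect; many of its hits are not listed in these tables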
# GSK3 alpha inh = human GSK-3 alpha kinase inhibition. inhibition, % at 10 µM. ADP-Glo luminescence, 60 min. AID 2650. P49840. actives 0.1% (n = 320,000);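 in the data active = inhibition above about 50%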;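 note: GST-tagged GSK-3 alpha with peptide substrate and 25 µM ATP; 0% = DMSO neutral wells and 100% = GW8510 positive control wells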
# * = called active by the depositor; i = inactive; / = no result given.
SMILES,KCNQ1 pot,PolyA inh,KCNQ1 block,KCNK9 inh,KCNK3 inh,RGS4 pot,GSK3B inh,hERG protect,RGS4 inh,DYRK1A inh,GSK3 alpha inh
O=C1CN(S(=O)(=O)c2ccccc2)CC(=O)N1CCc1ccccc1,i,i,i,i,i,i,-1,-2,i,2,-3
Cc1ccc(-c2noc(CCC(=O)N3CCCc4ccccc43)n2)cc1,i,i,i,i,i,i,2,-4,i,6,-1
COc1ccccc1CNC(=O)c1ccc(-c2ccccc2Cl)o1,i,i,i,i,i,i,-2,-13,i,22,0
O=c1cc(O)c2c(=O)n(Cc3ccccc3)c3ccccc3c2o1,i,i,i,i,i,i,-5,-5,i,/,-2
CCOc1ccc(NC(=O)C2C3C=CC4(CN(C(C(=O)OC)C(C)C)C(=O)C24)O3)cc1 (configuration not stated),i,i,i,i,i,i,3,-8,i,1,/
O=C(OCC(=O)N1CCN(c2ccccc2)CC1)c1ccccc1OC(F)F,i,i,i,i,i,i,4,-14,i,3,-1
O=C(Cn1ncc2c([nH]c3ccccc32)c1=O)NCC1CCN(Cc2ccc(F)cc2)CC1,i,i,i,i,i,i,-2,-13,i,1,-1
COC(=O)C1CCN(C(=O)COC(=O)C2CCN(S(=O)(=O)c3ccc(C)c(C)c3)CC2)CC1,i,i,i,i,i,i,0,-14,i,-6,-1
O=C(Nc1ccc(S(=O)(=O)Nc2ncccn2)cc1)c1cc([N+](=O)[O-])ccc1Cl,i,i,i,i,i,i,0,-1,i,/,-2
Cc1ccccc1OCC(O)CN(CCO)Cc1ccccc1 (configuration not stated),i,i,i,i,i,i,5,-13,i,/,-3
CC(Sc1nc(-c2ccccc2)cc(C(F)(F)F)n1)C(=O)Nc1sc2c(c1C#N)CCC2 (configuration not stated),i,i,i,i,i,i,1,-9,i,-3,-1
CCN(CC)S(=O)(=O)c1cccc(-c2nnc(-c3ccc(C)cc3)o2)c1,i,i,i,i,i,i,-3,-15,i,2,2
O=C(CN1CCc2ccccc2C1)c1cccs1,i,i,i,i,i,i,1,-11,i,3,-2
Cc1ccc(N(CC(=O)Nc2ccc(Br)c(C)c2)S(=O)(=O)c2c(C)[nH]c(=O)[nH]c2=O)cc1,i,i,i,i,i,i,3,-14,i,-6,-4
COc1ccc(C2C3=C(Nc4ncnn42)c2ccccc2CC3)cc1OC (configuration not stated),i,i,i,i,/,i,0,-12,i,/,0
N#CC1=C(N)Oc2cc(N)ccc2C1C1CC=CCC1 (configuration not stated),i,i,i,i,i,i,1,-22,i,-6,6
COc1cc(/C=N/NC(=O)COc2c(C)cc([N+](=O)[O-])cc2C)ccc1OC(=O)c1ccccc1Br,i,i,i,i,i,i,-2,-8,i,/,1
O=C1C2CCCCN2C(=O)N1CCN1CCN(c2ccc([N+](=O)[O-])cc2)CC1 (configuration not stated),i,i,i,i,i,i,-1,-7,i,-3,-3
CC(C)C(=O)N1CCN(c2ccccc2NC(=O)c2cc([N+](=O)[O-])ccc2N2CCOCC2)CC1,i,i,i,i,i,i,0,-6,i,/,-2
CCNc1nc(OC)nc(N2CCC(Cc3ccccc3)CC2)n1,i,i,i,i,i,i,-4,-9,i,6,-1
O=C(COc1ccc(Cl)cc1)NCc1nnc(SCC(=O)NCC2CCCO2)o1 (configuration not stated),i,i,i,i,i,i,1,-8,i,-4,6
COc1cccc(NC(=O)CCNC(=O)Cn2ccc3ccccc3c2=O)c1,i,i,i,i,i,i,-1,-2,i,-4,-1
CC(=O)Nc1ccc2nc(-c3ccccn3)[nH]c2c1,i,i,i,i,i,i,-1,-4,i,-9,-2
CCCc1ccc2oc(C(=O)NCCN3CCCC(C(N)=O)C3)c(C)c2c1 (configuration not stated),i,i,i,i,i,i,-2,-6,i,4,-1
N#Cc1cc2c(nc1SCc1nc3ccccc3[nH]1)CCC2,i,i,i,i,/,i,1,-14,i,/,0
Cc1nn(C)cc1NC(=O)CC12CC3CC(CC(C3)C1)C2,i,i,i,i,i,i,-7,-2,i,-6,-1
C/C(=N\NC(=O)CSc1ncccn1)c1ccc2c(c1)OCCO2,i,i,i,i,i,i,0,-6,i,2,-1
CCN1C(=O)N(S(=O)(=O)c2ccc(C)cc2)[C@@H](c2ccccc2)C(C(=O)OC)=C1C,i,i,i,i,i,i,3,-3,i,2,-1
COC(=O)c1ccc(CSc2nc3ccccc3c(=O)n2N)cc1,i,i,i,i,i,i,4,-9,i,-5,-1
O=C(CCCn1c(=O)c2sccc2n(CC(=O)NCc2ccco2)c1=O)NCc1ccco1,i,i,i,i,i,i,0,-8,i,/,2
COc1ccc(C(c2nnnn2Cc2cccs2)N2CCN(c3ccc(F)cc3)CC2)cc1OC (configuration not stated),i,i,i,i,i,i,2,0,i,3,1
CCN(C(=O)COC(=O)c1cc(=O)c2ccccc2o1)c1c(N)n(Cc2ccccc2)c(=O)[nH]c1=O,i,i,i,i,i,i,1,-10,i,-2,0
O=C(CCCN1C(=O)c2ccccc2C1=O)Nc1c(C(=O)C2CC2)oc2ccccc12,i,i,i,i,i,i,-20,-8,i,7,-2
CSc1ccccc1C(=O)Nc1cc(C)ccc1C,i,i,i,i,i,i,1,-8,i,0,-1
CN1CCc2c(sc3c2C(=O)NC(/C=C\c2ccccc2)N3)C1 (configuration not stated),i,i,i,i,i,i,-2,-7,i,/,2
O=C(O)CNC1=NCCCCC1,i,i,i,i,i,i,0,-3,i,1,-1
COc1ccc(S(=O)(=O)N2CCCCCC2)cc1C(=O)N(C)CCOc1ccc(Cl)cc1,i,i,i,i,i,i,-2,-17,i,-10,-1
CCOc1ccccc1C(=O)NCC(=O)NNC(=O)c1cccc(S(=O)(=O)Nc2ccc(OC)cc2)c1,i,i,i,i,i,i,4,-15,i,12,-2
CCC(C(=O)NC(C)(C)C)N(C(=O)c1ccc(Cl)nc1)C1CCCC1 (configuration not stated),i,i,i,i,i,i,0,-5,i,/,-6
NC1=NS(=O)(=O)NC1c1cccc(Cl)c1 (configuration not stated),i,i,i,i,i,i,-6,-2,i,5,-1

# Of the compounds above, these contain bromine:
SMILES,KCNQ1 pot,PolyA inh,KCNQ1 block,KCNK9 inh,KCNK3 inh,RGS4 pot,GSK3B inh,hERG protect,RGS4 inh,DYRK1A inh,GSK3 alpha inh
Cc1ccc(N(CC(=O)Nc2ccc(Br)c(C)c2)S(=O)(=O)c2c(C)[nH]c(=O)[nH]c2=O)cc1,i,i,i,i,i,i,3,-14,i,-6,-4
COc1cc(/C=N/NC(=O)COc2c(C)cc([N+](=O)[O-])cc2C)ccc1OC(=O)c1ccccc1Br,i,i,i,i,i,i,-2,-8,i,/,1

# (cont.)
SMILES,KCNQ1 pot,PolyA inh,KCNQ1 block,KCNK9 inh,KCNK3 inh,RGS4 pot,GSK3B inh,hERG protect,RGS4 inh,DYRK1A inh,GSK3 alpha inh
O=C1Nc2ccc(S(=O)(=O)N(CCO)CCO)c3cccc1c23,i,i,i,i,i,i,3,-4,i,14,-1
CC(/C=C/c1ccccc1)=N/NC(=O)Cn1nnc(N)n1,i,i,i,i,i,i,1,-13,i,/,-4
Cc1ccc2c(c1)nnn2C1CCN(C(=O)C2CCCCC2)CC1,i,i,i,i,i,i,-5,-10,i,6,-2
O=C(Nc1ccc2nn(-c3ccccc3)nc2c1)c1ccc2c(c1)OCCO2,i,i,i,i,i,i,0,-17,i,8,2
Cc1cn2c(=O)c(C(=O)N3CCN(c4ccccc4F)CC3)cnc2s1,i,i,i,i,i,i,2,-10,i,-2,-3
CCC(=O)Nc1ccc(C(=O)CSc2nnc(-c3ccccc3F)n2CCc2ccccc2)cc1,i,i,i,i,i,i,-22,-12,i,2,0
CC1=NN(C(C#N)c2ccccc2)C(c2ccccc2)C1 (configuration not stated),i,i,i,i,i,i,-2,-12,i,/,0
CC(=O)Nc1ccc(N=Cc2c(O)ccc3ccccc23)cc1,i,i,i,i,i,i,1,-10,i,-1,1
NC(=O)c1sc2cc(C(F)(F)F)cnc2c1-c1cccs1,i,i,i,i,i,i,0,-7,i,1,-3
CC1CCCCC12NC(=O)N(CC(=O)NCCc1ccccn1)C2=O (configuration not stated),i,i,i,i,i,i,3,-13,i,/,1
COc1ccccc1N/C(N)=N/c1nc(C)cc(C)n1,i,i,i,i,i,i,1,-12,i,3,0
CN1CCSc2ccc(C(=O)NCc3cccc(Br)c3)cc21,i,i,i,i,-14*,i,-1,-14,i,7,-1
O=C(COc1cccc2cccnc12)N/N=C1\SCC(=O)N1Cc1ccco1,i,i,i,i,i,i,0,-10,i,20,1
CCCCNS(=O)(=O)c1ccc2nc(SCC(=O)Nc3ccccc3Cl)[nH]c2c1,i,i,i,i,i,i,-1,-15,i,3,-1
Cc1noc2ncnc(Oc3ccc(C(C)(C)C)cc3)c12,i,i,i,i,i,i,0,-17,i,-2,0
Nc1cc(=O)[nH]c(SCC(=O)Nc2ccc(Cl)c(Cl)c2)n1,i,i,i,i,i,i,1,-13,i,0,-1
CCOC(=O)C1=C(C)NC(=S)N(C=O)C1c1ccccc1 (configuration not stated),i,i,i,i,i,i,4,-6,i,0,0
COCCC(=O)NNS(=O)(=O)c1ccc(Cl)cc1,i,i,i,i,i,i,3,-9,i,-1,-1
Cc1cc(C)c(S(=O)(=O)NC2CC3CCC2C3)c(C)c1 (configuration not stated),i,i,i,i,i,i,1,-7,i,/,-2
CCOC(=O)C1(Cc2ccccc2C(F)(F)F)CCN(CC2CC2)CC1,i,i,i,i,i,i,0,-11,i,13,-1
CC12COC3(C(=O)Nc4cccnc4)CC1CCC32C (configuration not stated),i,i,i,i,i,i,-1,-6,i,-7,0
Cc1c(NC(N)=O)c(=O)n(-c2ccccc2)n1C,i,i,i,i,i,i,1,-5,i,0,-2
CC(C)C(=O)N(Cc1cc2ccccc2[nH]c1=O)C(C)C,i,i,i,i,i,i,-3,-9,i,-7,0

# Records above shown as hits in KCNK3 inh:
smiles,KCNQ1 pot,PolyA inh,KCNQ1 block,KCNK9 inh,KCNK3 inh,GSK3B inh,RGS4 inh,DYRK1A inh,GSK3 alpha inh
CN1CCSc2ccc(C(=O)NCc3cccc(Br)c3)cc21,i,i,i,i,-14*,-1,i,7,-1

# Only part of the results is shown; the hit share may differ from the screen's.
